High-throughput results as filed in PubChem.
N-glyco inh – blocks N-linked glycosylation in D54 reporter cells; 0.23% of 360,000 active; reporter increase, % at 12.5 µM; AID 588692; D54 ERlucT glycosylation luciferase reporter, 24 h; percent of 100 nM tunicamycin response;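 active = mean luciferase reporter signal, scaled so untreated is 0 and the glycosylation-blocking control 100, at or above a set limit in every replicate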;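 note: luciferase carries N-glycosylation sites so blocking glycosylation raises the light; 0% = median of neutral control wells and 100% = median of 100 nM tunicamycin wells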
H9c2 protect – protects H9c2 cardiomyocytes from peroxide injury | H2O2 injury protection, ATPLite, 2 h | protection from H2O2 cell death, % at 20 µM | 0.63% of 360,000 active;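 active = compounds giving at least 50% protection of heart cells from peroxide-induced death in the single-dose screen, raw or plate-pattern-corrected value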;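 note: 0% = DMSO wells with peroxide and 100% = DMSO wells without peroxide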
hiPSC survival – increases survival of single human iPS cells; hiPSC single-cell survival, ATPlite luminescence; 100% = ROCK inhibitor wells, 0% = DMSO; survival enhancement, % at 20 µM; 0.044% of 360,000 active; AID 602274; in the data active = survival enhancement above about 18%;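 note: cells exposed to compounds for 16 hours before the ATP read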
Granule exo inh – blocks lytic granule exocytosis. 0.66% of 360,000 active. TALL-104 LAMP-1 surface exposure, flow cytometry; cells stimulated with thapsigargin and PMA. inhibition, % at 10 µM;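 active = inhibition above about 55%, limit read from the data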
m5-HT2A agonist – agonists of mouse serotonin 5-HT2A receptor (HTR2A). P35363. CHO-K1 mHTR2A beta-arrestin complementation, luminescence; percent of 30 µM serotonin response. activation, % at 7.6 µM. 0.66% of 360,000 active;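 active = activation above a run cutoff, the mean activation of all tested compounds plus 3 SD, cut at about 14% in these data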;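 note: 0% = plate median of compound wells and 100% = 30 µM serotonin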
Target sequence (P35363 whole entry, looked up): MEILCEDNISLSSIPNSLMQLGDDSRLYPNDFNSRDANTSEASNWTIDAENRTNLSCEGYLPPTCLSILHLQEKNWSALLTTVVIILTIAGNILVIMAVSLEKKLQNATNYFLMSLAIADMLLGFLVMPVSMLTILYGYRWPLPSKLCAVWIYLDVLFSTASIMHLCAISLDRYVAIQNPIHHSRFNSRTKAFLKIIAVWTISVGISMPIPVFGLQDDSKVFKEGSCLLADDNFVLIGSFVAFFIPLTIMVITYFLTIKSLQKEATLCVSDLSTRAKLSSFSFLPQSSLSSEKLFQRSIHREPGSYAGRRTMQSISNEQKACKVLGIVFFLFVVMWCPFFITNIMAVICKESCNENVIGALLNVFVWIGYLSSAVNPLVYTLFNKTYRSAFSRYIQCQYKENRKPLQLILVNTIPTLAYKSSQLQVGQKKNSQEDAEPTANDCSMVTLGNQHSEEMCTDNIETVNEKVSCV
ABCB6 inh 2 – human ABCB6 transporter inhibition; K562-ABCB6 porphyrin accumulation, flow cytometry, 1 h; hits give low values; 0.19% of 360,000 active; fluorescence ratio to DMSO, % at 10 µM; AID 602162;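 active = fluorescence ratio to DMSO below 75%, the collection mean minus 3 SD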;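 note: signal is porphyrin accumulated inside mitochondria; 100% equals median channel fluorescence of DMSO control wells; lower ratio means ABCB6 inhibition with less porphyrin fluorescence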
MC4R ag barr – agonists of human melanocortin 4 receptor (MC4R) beta-arrestin; P32245; U2OS MC4R beta-arrestin complementation, luminescence; percent of melanotan II response, DMSO zero; activation, % at 8.9 µM; 0.98% of 360,000 active; AID 540308;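 active = activation above a per-plate cutoff, the mean activation of sample wells on that plate plus 3 SD, cut at about 8% in these data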
Target sequence (P32245 whole entry, looked up): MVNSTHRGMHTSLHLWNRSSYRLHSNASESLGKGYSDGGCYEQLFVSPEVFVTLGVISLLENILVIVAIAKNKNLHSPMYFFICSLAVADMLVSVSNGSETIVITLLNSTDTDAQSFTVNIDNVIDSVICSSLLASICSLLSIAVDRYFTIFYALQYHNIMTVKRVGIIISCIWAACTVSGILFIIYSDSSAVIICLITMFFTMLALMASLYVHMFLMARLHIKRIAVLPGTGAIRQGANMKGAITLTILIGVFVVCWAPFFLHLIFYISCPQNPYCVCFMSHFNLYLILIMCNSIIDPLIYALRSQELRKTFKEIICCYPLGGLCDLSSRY
MC4R antag cAMP – blocks human MC4R cAMP signaling; P32245; MC4R-expressing cells, MTII-stimulated cAMP, LANCE TR-FRET; inhibition, % at 6.5 µM; 0.48% of 360,000 active; AID 540295;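 active = inhibition above its plate's cutoff, the mean of tested wells on that plate plus 3 SD, cut at about 29% in these data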;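 note: 0% = Melanotan II alone and 100% = Melanotan II plus saturating MCL0020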
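Test system: U2OS cells stably expressing human melanocortin 4 receptor (MC4R); also added: Melanotan II challenge; compound: 6.5 µM single dose; timing: 30-min compound preincubation, 1-h Melanotan II challenge, 1-h detection, room temperature; signal: Eu-cAMP/anti-cAMP TR-FRET, emission 671 nm; repeats: one well per compound, no replicates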
ABHD5 PLIN5 PPI – ABHD5-PLIN5 protein interaction inhibition | Q00G26+Q8WTS1 | Split G. princeps luciferase complementation, luminescence, 4 h | inhibition, % at 4 µM | 0.78% of 360,000 active | AID 602281;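 active = inhibition above the mean inhibition across every tested compound plus 3 SD, cut at about 22% in these data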;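 note: 0% = DMSO only wells and the 100% control is not disclosed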
aDG glyco up – alpha-DG glycosylation activation; AID 624168; activation, % at 10 µM; Pro5-aDG cells, alpha-DG glycosylation AlphaScreen (IIH6); 0% Pro5, 100% B10-LARGE cell signal; 0.22% of 360,000 active;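 active = activation of at least 8% versus controls, or a plate z-score of at least 8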;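 note: Pro5 are CHO cells carrying HIG-tagged alpha-DG that lacks glycosylation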
The depositor's hits bear a star; x = not tested or not shown.

SMILES	N-glyco inh	H9c2 protect	hiPSC survival	Granule exo inh	m5-HT2A agonist	ABCB6 inh 2	MC4R ag barr	MC4R antag cAMP	ABHD5 PLIN5 PPI	aDG glyco up
Cc1cccc(NC(=O)c2csnn2)n1	1	15	-0.6	0	4	99	-0.1	0	0	-0.2
CCOC(=O)c1sc(NC(=O)CSc2n[nH]c(-c3ccccc3)n2)c(C#N)c1C	2	-39	0.2	2	4	93	-7.7	7	-12	0.4
CCOC(=O)N1CCC(NC(=O)c2cc(COc3ccccc3SC)on2)CC1	-1	-2	-0.2	0	0	96	-1.8	4	5	0.0
O=C(Nc1nccs1)c1cnc2sccn2c1=O	0	-1	0.5	-4	-4	91	-0.8	0	3	0.0
CCCCOC(=O)Nc1nnc(C(C)C)s1	-3	-2	-0.1	-2	6	95	1.6	22	-3	0.0
O=C(NS(=O)(=O)N1CCOCC1)C1=C(N2CCCC2)COC1=O	1	7	-2.0	15	7	95	-1.1	-3	0	-0.2
Cc1cccc(C(=O)N[C@H](C(=O)Nc2ccc3c(c2)OCO3)C(C)C)c1	2	-7	-0.4	-3	3	92	-1.8	8	-2	-0.2
CS(=O)(=O)N(CC(=O)NCc1ccccc1Cl)Cc1ccccc1	-2	-5	-1.4	-2	-3	96	-2.9	5	0	-0.1
COc1cc(NC(=O)C2CC(c3ccc(Cl)cc3)=NO2)cc(OC)c1OC (stereo unspecified)	0	-8	1.4	-2	-1	94	1.1	6	0	0.2
O=C(NCCN1CCN(c2cccc(Cl)c2)CC1)c1cccn2c(=O)c3ccccc3nc12	2	31	0.2	-2	-7	89	0.4	0	-4	0.2
O=C(Nc1ccon1)c1cccc(C(F)(F)F)c1	0	4	1.2	1	-1	95	1.2	14	1	-0.2
Cc1ncsc1C(=O)N1CCCC(CNS(=O)(=O)c2cccs2)C1 (stereo unspecified)	0	-7	-2.7	-3	0	125	-1.7	-4	3	0.0
COc1ccc(CCNC(=O)C23CCC(C)(C(=O)O2)C3(C)C)cc1OC (stereo unspecified)	0	-5	0.3	-9	4	101	1.0	25	1	0.1
CC(=O)NC(CC(=O)N(C)C1CCCCC1)c1ccccc1 (stereo unspecified)	0	4	0.1	6	6	97	0.7	-2	0	0.3
CN(C)S(=O)(=O)c1ccc2c(c1)nc(CCC(=O)Nc1ccc(N3CCOCC3)cc1)n2C	-1	-6	-0.4	0	-7	94	1.0	-1	7	-0.2
N#CC(c1cccc(Cl)c1)c1ncc(C(F)(F)F)cc1Cl (stereo unspecified)	-2	-7	-0.8	-4	-2	92	0.8	2	-4	0.0
CCc1nc2c(OCC(=O)c3ccc(Cl)cc3Cl)cccn2c1N(C)C(=O)COc1ccccc1	1	0	2.1	-8	-10	93	-1.3	3	4	0.5
CCCOc1ccc(C2C3=C(CCCC3=O)N(CC(=O)O)C3=C2C(=O)CCC3)cc1OCC	2	1	-0.3	-2	1	101	1.6	7	-2	-0.1
O=C(CN1C(=O)S/C(=C/c2cccn2-c2ccc(O)cc2)C1=O)N1CCCC1	-1	3	-0.1	-2	5	98	1.0	0	7	-0.3
N#Cc1cccc(C#N)c1Oc1ccc(S(=O)(=O)Nc2ccccc2)cc1	-4	-6	-0.4	2	-4	100	-1.5	14	-1	0.2
CC1CCN(CCCn2c(=S)[nH]c3ccccc3c2=O)CC1	-4	9	6.9	8	-5	103	0.7	-6	-1	-0.2
OCCNc1ccc(Cl)cc1	0	2	3.0	7	-3	99	-2.0	0	-1	-0.1
Nc1ccccc1SCC(=O)Nc1cccc2ccccc12	1	-5	-0.6	-2	3	99	-1.4	1	-3	0.0
O=C(Nc1nnc(C2CC2)s1)c1cc2ccccc2o1	-5	-8	1.1	1	3	106	0.6	13	2	-0.2
COc1ccc(/C=C/CN2CCN(CC(C)C)C(CCO)C2)cc1 (stereo unspecified)	-1	-4	-3.2	0	-2	102	1.8	13	5	0.2
O=C(Nc1nc(-c2ccc(-c3ccccc3)cc2)cs1)c1cnccn1	2	10	-1.1	-8	3	117	26*	4	0	0.2
CCOC(=O)C1=C(C)NC(=O)NC1c1ccc(OC)c(Cl)c1 (stereo unspecified)	0	4	1.0	-5	4	98	-0.8	11	-3	0.1
CCC(=O)c1ccc(OCC(=O)Nc2ccccc2C(=O)N2CCCCC2)cc1	1	-1	-0.5	-4	8	98	-2.4	4	-8	0.2
O=CN1CCN(C(=S)Nc2ccc(OC(F)F)cc2)CC1	0	-4	-0.7	2	1	101	1.4	18	-1	0.0
CCCCN(C(=O)C(C)Oc1ccc(Br)cc1)c1c(N)n(CC(C)C)c(=O)[nH]c1=O (stereo unspecified)	1	0	-2.1	3	-4	95	-0.4	2	13	0.3
O=[N+]([O-])c1ccc(O)c(/C=N/n2c(CO)nc3ccccc32)c1	0	4	0.2	-4	-5	97	-0.8	14	2	-0.1
CCCCSc1nnc(-c2ccccc2NC(C)=O)c(=O)[nH]1	4	1	-0.1	3	1	102	-0.5	6	-7	0.0
Cc1nn(Cc2ccc(F)cc2)c(C)c1NC(=O)c1cnn2c1NC(c1ccccc1)CC2C(F)(F)F (stereo unspecified)	-1	-5	-0.5	-1	5	93	-0.1	10	-1	0.0
COC(=O)C(C)Oc1ccc(Cl)c(CN2OCC(C)(C)C2=O)c1 (stereo unspecified)	1	8	0.0	-1	-2	96	-1.0	-6	-3	0.4
CCOC(=O)C1=CN(Cc2cccc(Br)c2)S(=O)(=O)NC1C (stereo unspecified)	0	-8	2.8	0	-3	98	-1.0	1	6	-0.1
CC(C)Cn1c(=S)[nH]c2cc(Cl)ccc21	1	-7	-0.6	0	-3	93	2.1	-2	-7	0.0
CCCC[C@H]1COCCS(=O)(=O)N1Cc1ccc(F)cc1	-2	-8	2.5	-4	1	100	5.8	10	2	0.6
O=C(CCNC(=O)c1ccc(Br)cc1)Nc1cc(Cl)ccc1-n1cncn1	1	-4	-0.5	-4	0	100	-1.6	-1	-10	-0.2
Cc1nn(Cc2ccccc2)c(C)c1NC(=O)c1ccc([N+](=O)[O-])cc1[N+](=O)[O-]	3	-2	0.4	-1	4	100	0.1	-4	-13	1.2
Cc1ccc(SCc2ccc(C(=O)N3CCCCC3)cc2)cc1	-1	-8	-0.8	-9	-4	97	1.1	-3	5	0.2
COCCN(CC(=O)Nc1cccc(C)c1C)C(=O)Cc1cccs1	0	1	-0.9	-3	-1	98	-2.2	9	2	-0.2
CC1=N/C(=C\c2ccc3c(c2)OCO3)C(=O)N1c1ccc(C(=O)O)cc1	1	-1	-1.3	-1	5	102	1.1	-10	1	-0.2
O=C(CCN1C(=O)c2ccccc2C1=O)NCc1ccco1	2	4	-2.2	-2	1	100	-0.8	-5	-1	-0.1
Cc1cccc(CNc2ncnc3ccc(-c4ccccc4Cl)cc23)c1	-3	-7	-0.6	7	-4	94	0.5	4	-4	2.1
Cc1ccccc1-c1nc(CN2CCC(C(=O)NC3CCN(Cc4ccccc4)CC3)CC2)c(C)o1	-2	-12	-4.0	19	1	100	-0.5	1	-1	2.5

Next part, overlapping the part above by 2 compounds.
SMILES	N-glyco inh	H9c2 protect	hiPSC survival	Granule exo inh	m5-HT2A agonist	ABCB6 inh 2	MC4R ag barr	MC4R antag cAMP	ABHD5 PLIN5 PPI	aDG glyco up
Cc1cccc(CNc2ncnc3ccc(-c4ccccc4Cl)cc23)c1	-3	-7	-0.6	7	-4	94	0.5	4	-4	2.1
Cc1ccccc1-c1nc(CN2CCC(C(=O)NC3CCN(Cc4ccccc4)CC3)CC2)c(C)o1	-2	-12	-4.0	19	1	100	-0.5	1	-1	2.5
COc1ccc(CC(N)c2csc(Nc3nc(C)cnc3C)n2)cc1 (stereo unspecified)	0	-4	-1.6	-2	-6	94	-2.1	4	-6	0.6
COc1cccc(CN2CCNC(=O)C2CC(=O)NCCn2cccn2)c1OC (stereo unspecified)	3	-1	-1.0	-3	4	104	-0.9	1	-3	-0.2
Cc1ccsc1C(=O)NNC(=O)CCN1CCN(c2ccccc2)CC1	1	-2	0.2	8	0	98	1.8	-3	10	0.0
Cc1nnc(NC(=O)c2cc3n(n2)C(C(F)(F)F)CC(C2CC2)N3)s1 (stereo unspecified)	3	3	2.0	-3	0	93	-2.0	-3	4	-0.2
O=C(CN(c1ccccc1)S(=O)(=O)c1ccccc1)NCCSc1ccccn1	2	24	-3.0	8	-5	97	-1.4	-2	2	0.0
CC(=O)c1cccc(NC(=O)N2CCC(c3ccc(C)cc3)C2)c1 (stereo unspecified)	3	-4	-0.4	13	-3	98	0.9	3	0	0.1
COc1ccc(NC(=O)CCc2nc3ccccc3s2)c(OC)c1	0	26	-1.1	1	3	97	2.0	3	4	0.3
COc1ccc2nccc(/C=C/c3ccnc4ccc(OC)cc34)c2c1	13	-1	-0.2	-4	1	95	5.1	0	0	0.1
COc1ccc(C)cc1NC(=O)C(NC(=O)c1cc(OC)c(OC)c(OC)c1)C(C)C (stereo unspecified)	6	3	-2.0	0	3	99	-1.1	6	-1	0.1
O=C(COc1ccc2ccccc2c1)Nc1cccnc1Cl	0	-6	0.1	2	5	98	8.3*	13	-11	0.1
NC(=O)C1CCN(C(=O)c2ccc3c(=O)n(Cc4cccc(Br)c4)c(=S)[nH]c3c2)CC1	2	4	-0.1	24	2	101	-1.1	4	4	-0.1
Brc1ccc(-c2ncc3ccccn23)cc1	1	0	0.5	0	5	99	-1.3	1	0	0.0
O=C(O/N=C1\CCS(=O)(=O)c2sccc21)c1ccccc1	-3	-16	0.2	-1	4	102	-0.6	0	6	0.0
O=C(/C=C/c1ccccc1Cl)N(c1ccccn1)C1CCCCC1	2	3	-2.8	0	16*	100	1.1	21	-9	0.2
O=C(NCCOc1ccc(Cl)cc1)C1CC(=O)N(c2ccc(F)cc2)C1 (stereo unspecified)	0	6	-0.4	-1	-4	98	-0.6	1	7	0.5

Of the compounds above, 2 contain a COOH group:
SMILES	N-glyco inh	H9c2 protect	hiPSC survival	Granule exo inh	m5-HT2A agonist	ABCB6 inh 2	MC4R ag barr	MC4R antag cAMP	ABHD5 PLIN5 PPI	aDG glyco up
CCCOc1ccc(C2C3=C(CCCC3=O)N(CC(=O)O)C3=C2C(=O)CCC3)cc1OCC	2	1	-0.3	-2	1	101	1.6	7	-2	-0.1
CC1=N/C(=C\c2ccc3c(c2)OCO3)C(=O)N1c1ccc(C(=O)O)cc1	1	-1	-1.3	-1	5	102	1.1	-10	1	-0.2

Later entries.
SMILES	N-glyco inh	H9c2 protect	hiPSC survival	Granule exo inh	m5-HT2A agonist	ABCB6 inh 2	MC4R ag barr	MC4R antag cAMP	ABHD5 PLIN5 PPI	aDG glyco up
CCCN(CC1CC1)C(=O)COC(=O)c1ccc2c(c1)C(=O)N(c1ccc(OCC)cc1)C2=O	0	2	-2.0	-2	4	96	-2.9	10	0	0.5
CC12CCC(C(=O)N(CC(=O)O)C1=O)C2(C)C (stereo unspecified)	1	4	-1.3	1	4	98	-1.1	1	3	-0.2
COc1cccc(CN2CC(C(=O)NCc3ncc(C)[nH]3)CCC2=O)c1 (stereo unspecified)	x	6	0.0	6	5	100	-2.6	-1	-2	-0.2
Cn1cccc1/C=C1\SC(=S)N(NC(=O)c2cccc(Cl)c2)C1=O	4	8	1.6	-1	-3	105	-2.4	0	0	-0.1
CCOc1ccc(Nc2nnc(Cc3ccc(OC)cc3)c(=O)[nH]2)cc1	-1	-6	-1.9	-4	-3	105	-3.3	11	3	0.3
